dFosB activator = enhances mouse delta FosB homodimer DNA binding. P13346. purified delta FosB, TAMRA-CDK5 oligo fluorescence polarization; percent of positive-control signal above neutral wells. activation, % at 25 µM. 0.99% of 340,000 active. AID 493131;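 active means mean activation above about 17%, with every replicate also reaching it, limit read from the data, passing the limit was not always enough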;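 further: fluorescence polarization rise as delta FosB binds a TAMRA Cdk5 AP-1 oligo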
SR-BI uptake up = SR-BI HDL lipid transfer activation; 0.096% of 320,000 active; activation, % at 12.5 µM; CHO ldlA[mSR-BI] cells, DiI-HDL uptake fluorescence, 3 h; 100 = double the neutral-control signal;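 active means mean replicate activation of at least 60% and every replicate at or above 60%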;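 further: 0% = median plate neutral-control signal and 100% = twice that signal; values of inactives mirror those of a sister screen read the other way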
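Assay system: CHO ldlA[mSR-BI] cells, LDL receptor-null, SR-BI overexpressing; medium: Ham's F12 with 0.5% BSA, HEPES 25 mM, pH 7.4; also added: DiI-HDL 10 µg/mL; timing: 3 h uptake period with compound, 37 °C; signal: DiI fluorescence, bottom read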
MITF act = MITF TRPM1 promoter activation in melanoma cells; SK-MEL-5 TRPM1-promoter luciferase, 24 h; % of positive control, neutral wells = 0; activation, % at 12.5 µM; 0.75% of 300,000 active; AID 588334;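 active means mean activation of at least 80% with every replicate also reaching 80%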;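 further: 0% = neutral control wells and 100% = parthenolide positive control wells; values of inactives mirror those of a sister screen read the other way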
NSD2 inh = blocks human histone methyltransferase NSD2. inhibition, % at 12.5 µM. AID 743445. 0.54% of 310,000 active. NSD2 peptide methylation, AlphaScreen, 120 min; in the data active means inhibition above about 50%
Target sequence (O96028 whole entry, looked up): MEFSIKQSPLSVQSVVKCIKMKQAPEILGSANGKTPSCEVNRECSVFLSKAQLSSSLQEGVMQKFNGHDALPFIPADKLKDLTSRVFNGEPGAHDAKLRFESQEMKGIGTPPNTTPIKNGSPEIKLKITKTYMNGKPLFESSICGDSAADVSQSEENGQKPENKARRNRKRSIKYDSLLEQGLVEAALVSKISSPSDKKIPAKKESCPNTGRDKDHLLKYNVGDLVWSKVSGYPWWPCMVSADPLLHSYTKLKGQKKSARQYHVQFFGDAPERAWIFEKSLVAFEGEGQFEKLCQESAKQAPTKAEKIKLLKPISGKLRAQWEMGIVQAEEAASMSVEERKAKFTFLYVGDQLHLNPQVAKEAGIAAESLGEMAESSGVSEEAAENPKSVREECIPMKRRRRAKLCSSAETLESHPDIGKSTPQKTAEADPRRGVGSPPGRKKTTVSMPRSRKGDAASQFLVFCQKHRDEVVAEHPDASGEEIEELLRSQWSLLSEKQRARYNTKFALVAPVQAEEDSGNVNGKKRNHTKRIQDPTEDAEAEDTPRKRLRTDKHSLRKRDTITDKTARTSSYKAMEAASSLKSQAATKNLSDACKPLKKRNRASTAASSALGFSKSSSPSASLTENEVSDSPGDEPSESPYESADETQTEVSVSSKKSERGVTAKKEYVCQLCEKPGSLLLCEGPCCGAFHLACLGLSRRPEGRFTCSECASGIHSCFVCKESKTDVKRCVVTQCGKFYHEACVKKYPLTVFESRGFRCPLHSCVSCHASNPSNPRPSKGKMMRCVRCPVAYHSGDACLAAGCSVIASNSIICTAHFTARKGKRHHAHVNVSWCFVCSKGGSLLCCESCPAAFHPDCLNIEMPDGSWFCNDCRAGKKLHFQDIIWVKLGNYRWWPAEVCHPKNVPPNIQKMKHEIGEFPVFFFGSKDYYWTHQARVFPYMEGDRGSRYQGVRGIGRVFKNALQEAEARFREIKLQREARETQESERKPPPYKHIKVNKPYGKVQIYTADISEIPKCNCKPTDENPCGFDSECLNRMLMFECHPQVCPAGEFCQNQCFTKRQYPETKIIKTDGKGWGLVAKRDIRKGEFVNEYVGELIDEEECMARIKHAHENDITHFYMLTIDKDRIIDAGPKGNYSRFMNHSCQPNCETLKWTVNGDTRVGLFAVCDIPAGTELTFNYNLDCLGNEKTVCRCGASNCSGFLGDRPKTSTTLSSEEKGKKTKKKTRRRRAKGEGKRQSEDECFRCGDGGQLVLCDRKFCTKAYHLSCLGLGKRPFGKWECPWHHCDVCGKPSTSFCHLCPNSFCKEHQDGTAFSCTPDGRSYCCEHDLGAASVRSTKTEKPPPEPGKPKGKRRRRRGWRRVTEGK
PKA-R2B activ = activates the human PKA-R2B holoenzyme complex. PKA-R2B holoenzyme dissociation, Cy5-IP20 fluorescence polarization; R2B truncated from residue 108, S112A mutant; 0% DMSO only, 100% 113 µM cGMP. activation, % at 11.4 µM. 0.079% of 340,000 active. AID 504700;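 active means activation above a cutoff set at the mean over all compounds plus 3 SD, cut at about 18% in these data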;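 further: higher means more holoenzyme dissociation and a rise in polarization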
DSG3 Ab inh = human desmoglein-3 autoantibody binding inhibition | P32926 | DSG3-coupled beads, scFv-anti-DSG3-GFP binding, flow cytometry; active compounds read low | binding (percent of control), % at 10 µM | 0.48% of 310,000 active;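 active means binding more than 3 SD below its plate's average and above zero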;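 further: hits lower antibody fragment binding to DSG3; some compounds called inactive have numbers as strong as hits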
PKA-R1A activ = activates the PKA-R1A holoenzyme complex. P00514+P68181. PKA-R1A dissociation, Cy5-IP20 fluorescence polarization; scaled: DMSO 0%, 113 µM cGMP 100%. activation, % at 11.4 µM. 0.083% of 340,000 active;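 active means percent activation above the mean of all tested compounds plus 3 SD, cut at about 19% in these data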;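 further: higher means more PKAc released from R1A so a rise in polarization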
Arr AP2 block = human beta-arrestin and AP2 interaction inhibition; inhibition, % at 10 µM; 0.31% of 340,000 active; FITC-arrestin peptide / GST-AP2 beads, flow cytometry; AP2 beta2 appendage carries R879A mutation;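 active means inhibition above a set limit, near 3 SD of compounds lacking own fluorescence, cut at about 54% in these data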;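 further: plate controls were DMSO wells for no effect and 5 µM unlabelled arrestin peptide for full effect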
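System: GST-AP2 R879A glutathione beads | Also added: FITC-arrestin peptide, 50 nM | Times: 12 min plus 1 h, RT | Signal: Bead flow cytometry, FITC channel | Buffer or medium: PBS with 0.05% Tween 20 and 0.1% BSA | Read-out basis: Percent drop in bead-associated FITC signal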
CDK5 inh = inhibitors of human CDK5/p35 kinase; Q00535+Q15078; Recombinant CDK5/p35, ADP-Glo luminescence, 60 min; inhibition, % at 10 µM; 0.01% of 330,000 active;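 active means highest replicate inhibition of at least 50% and at least 75% of replicates reaching 50%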;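 further: plate controls were DMSO neutral control for no effect and GW8510 at 10 µM for full effect; many of its hits are not listed in these tables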
Mot1-301 SUMO = blocks SUMOylation pathway, rescuing yeast Mot1-301 growth; S. cerevisiae Mot1-301 growth rescue, ATP luminescence, 38.5C; percent above DMSO median, 100 means doubled; growth rescue, % at 18.8 µM; 1% of 320,000 active; AID 2716;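 active means every valid replicate shows activation above 250% relative to neutral control wells; inactive means the rest, any valid replicate at or below 250%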;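 further: OY570 slx delta 5 strain wells were the positive control but not used for scaling; some compounds called inactive have numbers as strong as hits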
SR-BI DiI inh = inhibitors of mouse SR-BI mediated HDL lipid uptake; Q61009; inhibition, % at 12.5 µM; 0.96% of 320,000 active; AID 488896; ldlA[mSR-BI] CHO cells, DiI-HDL uptake fluorescence, 3 h;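 active means mean replicate inhibition of at least 70% and a set share of replicates each scoring 70 or more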;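 further: 0% = median of neutral control wells and 100% = median of positive control wells; values of inactives mirror those of a sister screen read the other way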
Numbers without * were called inactive; · = no result given.

SMILES	dFosB activator	SR-BI uptake up	MITF act	NSD2 inh	PKA-R2B activ	DSG3 Ab inh	PKA-R1A activ	Arr AP2 block	CDK5 inh	Mot1-301 SUMO	SR-BI DiI inh
CCC1CCc2sc(C(=O)NC3CCN(Cc4ccccc4)CC3)cc2C1 (centres undefined)	29*	-63	2	0	-5	111	-12	-6	-2.0	145	63
C=CCNC(=O)c1c(CSc2ccc(Cl)cc2)noc1C(=O)NCCC	-11	-17	19	·	-10	106	-6	-17	1.6	1	17
Cc1cccc(NS(=O)(=O)c2ccc3[nH]c(=O)cc(C(=O)OC(C)C(=O)Nc4ccc([N+](=O)[O-])cc4)c3c2)c1 (centres undefined)	8	33	-3	·	-7	97	2	-1	2.3	3	-33
COc1ccccc1N/C(=N/S(=O)(=O)c1ccc(Cl)cc1)c1ccccc1	-5	-23	4	3	0	100	3	6	-0.9	4	23
CCn1nc(C(=O)NNC(=O)CCOc2cc(C)ccc2C)c2ccccc2c1=O	0	-8	1	0	-6	101	-1	-24	0.3	3	8
COc1ccc(-c2nnc(SCC(=O)Nc3ccc4c(c3)OCCO4)n2N)cc1OC	2	-19	·	0	-5	97	-2	-1	-1.4	8	19
CN(CC1CCOCC1)C(=O)CC1C(=O)NCCN1Cc1ccccc1F (centres undefined)	-10	10	2	4	5	99	-5	16	0.2	-2	-10
O=C(Cn1nc(C(=O)O)c2ccccc2c1=O)Nc1nc(-c2ccccc2)cs1	69*	·	45	-9	1	98	-10	7	-1.0	-3	·
CCOc1ccc(NC(=O)CN2CCN(CC(=O)Nc3ccc(C(=O)OC)cc3)CC2)cc1	-6	-81	-4	0	-6	104	-8	31	-0.8	-3	81*
Cc1cc(Nc2cccc(C)c2C)n2ncnc2n1	-16	4	-2	·	-8	106	1	1	1.2	9	-4
O=C(c1cc2ccccn2n1)N1CCN(c2cccc(C(F)(F)F)c2)CC1	-2	2	0	4	-5	98	-5	16	0.7	-9	-2
CCCCNC(=O)C1CCN(S(=O)(=O)N2CCOCC2)CC1	-4	34	1	0	13	102	-12	40	0.4	-13	-34
CN(C(=O)c1nn(C)c2c1CSc1ccccc1-2)c1ccccc1Cl	-5	-6	0	5	-3	·	4	-4	0.3	-11	6
COCCN(C(=O)c1ccc(NC2CC2)c([N+](=O)[O-])c1)c1c(N)n(CC(C)C)c(=O)[nH]c1=O	-6	21	4	5	-6	73	0	-1	-1.0	7	-21
O=C(Nc1ccc(N2CCN(C(=O)c3cccs3)CC2)cc1)c1ccc(F)cc1	-7	-57	5	-2	7	99	8	16	0.3	10	57
S=C(Nc1ccccc1)N1CCN(C2CCCCC2)CC1	1	10	·	2	-6	107	-7	6	-0.1	20	-10
Cc1ccc(C(=O)OCC(=O)N(CC(C)C)c2c(N)n(Cc3ccccc3)c(=O)[nH]c2=O)cc1[N+](=O)[O-]	0	-20	-5	·	-1	97	-5	-5	0.7	-36	20
Cc1ccc(-c2nn3cnnc3c3ccccc23)cc1	-22	-70	20	-1	5	87	6	6	-0.6	-21	70
CC(C)CN(C(=O)c1ccc(-n2cncn2)c([N+](=O)[O-])c1)C1CCS(=O)(=O)C1 (centres undefined)	2	-6	2	2	-2	101	3	-3	-2.1	-7	6
Cc1cccc(N2CCN(S(=O)(=O)c3c(C)[nH]c(C)c3C(=O)N3CCCCC3)CC2)c1C	-10	5	-1	5	1	101	-3	-2	-2.9	2	-5
CCOc1ccc2nc(NC3=NC(c4ccc(OC)cc4)CC(=O)N3)nc(C)c2c1 (centres undefined)	-57	-32	-58	-1	4	124	6	-12	-0.6	4	32
Cc1nn(CC(=O)Nc2c(C)n(C)n(-c3ccccc3)c2=O)c(C)c1[N+](=O)[O-]	-7	-4	-8	-3	-15	·	0	-23	-0.5	-2	4
Cc1ccc(CSCCNC(=O)CSc2ccccc2)cc1	-9	15	-9	15	4	94	-10	-2	·	-8	-15
Cc1ccc(C)c(N2CCN(C(=O)CCc3nc(-c4cccc(C(F)(F)F)c4)no3)CC2)c1	-7	0	71	·	-4	115	-7	-2	0.5	·	0
Cc1ccc(CCNC(=O)C2CCN(S(=O)(=O)N3CCCC3)CC2)cc1	-3	-9	-4	-7	3	100	2	-6	-3.8	3	9
SMILES	dFosB activator	SR-BI uptake up	MITF act	NSD2 inh	PKA-R2B activ	DSG3 Ab inh	PKA-R1A activ	Arr AP2 block	CDK5 inh	Mot1-301 SUMO	SR-BI DiI inh
COc1ccc(CN(C)CC(O)COc2ccc(-c3ccccc3)cc2)cc1OC (centres undefined)	19*	-24	2	14	-1	99	-12	26	-0.3	27	24
O=C(NCCCSc1ccccc1)c1cccnc1	-2	27	1	·	-4	·	1	-4	0.3	-8	-27
CCn1cc(C2=NC(c3ccccc3)CO2)c2ccccc21 (centres undefined)	-6	-21	·	·	-5	98	1	3	0.4	380	21
CC(C)C(=O)NCC(c1cccs1)S(=O)(=O)c1ccc(F)cc1 (centres undefined)	-3	13	-8	-3	6	·	-11	-8	0.5	-1	-13
Cc1c(Cl)cccc1NC(=O)Nc1cccnc1	-7	6	10	-1	-16	·	-3	-11	2.0	-6	-6
S=C(Nc1ccccc1)N1CCn2c1nc1ccccc12	4	-5	-2	0	1	101	-8	-2	-1.9	11	5
O=C(CSc1nc(-c2ccc(F)cc2)nc2c1Cc1ccccc1O2)Nc1ccc(C(=O)O)cc1	-35	11	-9	3	2	90	13	19	-2.2	·	-11
O=C(Nc1ccc(F)c(F)c1)c1oc2ccccc2c1NC(=O)C1CCCO1 (centres undefined)	-12	-61	30	-2	3	110	-6	-1	2.3	24	61
CCOC(=O)c1nnn(-c2nonc2N)c1CN1CCc2ccccc2C1	-8	-8	-13	29	2	102	2	-1	2.0	-6	8
CC1CCN(C(=O)c2ccc(NS(C)(=O)=O)cc2)CC1	0	10	3	-2	14	88	4	4	0.4	-15	-10
CC(C)(C)C1CCc2[nH]c3ccccc3c(=O)c2C1 (centres undefined)	5	-7	26	0	8	104	-1	-58	0.5	154	7
CCOC(=O)C1(Cc2ccc(OC)cc2)CCN(C(=O)C2=CCCC2)CC1	-8	-9	9	-2	-8	162	-5	-11	0.0	32	9
N#CCCN1CCNCC1	0	11	-6	4	-5	119	-1	4	0.7	108	-11
NC(=O)[C@H]1CC2(CC(c3cccc(NC(=O)COc4ccc(Cl)cc4)c3)=NO2)CN1C(=O)CC(c1ccccc1)c1ccccc1 (some centres undefined)	-7	-57	-40	·	8	99	-2	2	0.9	-8	57
O=C(O)c1cc(Cl)ccc1OS(=O)(=O)c1ccc(Cl)s1	-1	9	0	0	-1	120	3	8	-0.3	31	-9
Cc1ccccc1-n1ncc2c1CC(C)(C)CC2NC(=O)CCCN1CCCC1=O (centres undefined)	-2	22	-10	-1	-4	104	11	-5	1.7	6	-22
Cc1cccc(NC(=O)CSCc2cc(=O)n3c(C)csc3n2)c1C	-9	6	-4	-4	4	101	4	8	-1.9	237	-6
NS(=O)(=O)c1ccc(CNC(=O)c2ccc3ccccc3n2)cc1	-2	0	4	-3	3	78	13	3	-2.3	6	0
O=C1CC(C(=O)Nc2ccccc2)S/C(=N\N=C\c2ccco2)N1 (centres undefined)	28*	3	1	1	-8	102	-5	-4	0.0	-2	-3
COCCNC(=S)N(CCc1c(C)[nH]c2ccc(C)cc12)Cc1ccco1	-12	-39	-5	1	-9	102	-2	4	0.6	135	39
CC1CCCC(NC(=O)c2ccc3c(=O)n(CC4CCCO4)c(=O)[nH]c3c2)C1C (centres undefined)	-11	-3	·	·	-10	103	-4	2	-0.4	-9	3
COc1ccc(/C=C2\Sc3ccc(C(=O)NCc4cccnc4)cc3N(C)C2=O)cc1OC	-4	-74	9	3	-19	100	-10	28	-1.5	-5	74*
CCN(CC)CCCNC(=O)CCC(=O)NNc1nc2ccccc2c2nc(C)nn12	-4	31	-10	32	1	82	15	-5	-0.1	-15	-31

Results in DSG3 Ab inh, for some of the entries so far:
SMILES	DSG3 Ab inh
O=C(O)c1cc(Cl)ccc1OS(=O)(=O)c1ccc(Cl)s1	120
Cc1ccccc1-n1ncc2c1CC(C)(C)CC2NC(=O)CCCN1CCCC1=O (centres undefined)	104
Cc1cccc(NC(=O)CSCc2cc(=O)n3c(C)csc3n2)c1C	101
NS(=O)(=O)c1ccc(CNC(=O)c2ccc3ccccc3n2)cc1	78
O=C1CC(C(=O)Nc2ccccc2)S/C(=N\N=C\c2ccco2)N1 (centres undefined)	102
COCCNC(=S)N(CCc1c(C)[nH]c2ccc(C)cc12)Cc1ccco1	102

Among those listed so far, these contain a furan ring, fused or not.
SMILES	dFosB activator	SR-BI uptake up	MITF act	NSD2 inh	PKA-R2B activ	DSG3 Ab inh	PKA-R1A activ	Arr AP2 block	CDK5 inh	Mot1-301 SUMO	SR-BI DiI inh
O=C(Nc1ccc(F)c(F)c1)c1oc2ccccc2c1NC(=O)C1CCCO1 (centres undefined)	-12	-61	30	-2	3	110	-6	-1	2.3	24	61
O=C1CC(C(=O)Nc2ccccc2)S/C(=N\N=C\c2ccco2)N1 (centres undefined)	28*	3	1	1	-8	102	-5	-4	0.0	-2	-3
COCCNC(=S)N(CCc1c(C)[nH]c2ccc(C)cc12)Cc1ccco1	-12	-39	-5	1	-9	102	-2	4	0.6	135	39

Filtered by structure: the entries above containing a CF3 group
SMILES	dFosB activator	SR-BI uptake up	MITF act	NSD2 inh	PKA-R2B activ	DSG3 Ab inh	PKA-R1A activ	Arr AP2 block	CDK5 inh	Mot1-301 SUMO	SR-BI DiI inh
O=C(c1cc2ccccn2n1)N1CCN(c2cccc(C(F)(F)F)c2)CC1	-2	2	0	4	-5	98	-5	16	0.7	-9	-2
Cc1ccc(C)c(N2CCN(C(=O)CCc3nc(-c4cccc(C(F)(F)F)c4)no3)CC2)c1	-7	0	71	·	-4	115	-7	-2	0.5	·	0

High-throughput results: PubChem, several laboratories
